# Assay outcomes deposited in PubChem by several laboratories.
# NF-kB expr up: raises NF-kB expression in human neuronal cells | NF-kB reporter expression; hits give high values | fold change at 12.5 µM | 1.6% of 190,000 active; in the data active = fold change above about 3.3
# STAT3 blocker: STAT3 signaling inhibition. U3A cells, IL-6 STAT3-luciferase reporter, luminescence; host cell line lacks STAT1. 0.89% of 190,000 active. inhibition, % at 5.5 µM;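 active = inhibition above the mean inhibition across all screened compounds plus 3 SD, cut at about 44% in these data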;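 also: 0% = DMSO only wells and 100% = 100 µM nifuroxazide control wells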
# FLuc stim CS: affects firefly luciferase, flagging false hits in luciferase stimulation screens | AID 1027 | activation factor at 10 µM | P08659 | ATPlite luciferase biochemical, luminescence, 10 min; 0 = ATP-free wells, 1 = DMSO control | 200,000 tested, under 10 active;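 active = luciferase activation factor, scaled between plate controls, of at least 2 with compound at 10 µM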
# Target sequence (P08659 whole entry, looked up): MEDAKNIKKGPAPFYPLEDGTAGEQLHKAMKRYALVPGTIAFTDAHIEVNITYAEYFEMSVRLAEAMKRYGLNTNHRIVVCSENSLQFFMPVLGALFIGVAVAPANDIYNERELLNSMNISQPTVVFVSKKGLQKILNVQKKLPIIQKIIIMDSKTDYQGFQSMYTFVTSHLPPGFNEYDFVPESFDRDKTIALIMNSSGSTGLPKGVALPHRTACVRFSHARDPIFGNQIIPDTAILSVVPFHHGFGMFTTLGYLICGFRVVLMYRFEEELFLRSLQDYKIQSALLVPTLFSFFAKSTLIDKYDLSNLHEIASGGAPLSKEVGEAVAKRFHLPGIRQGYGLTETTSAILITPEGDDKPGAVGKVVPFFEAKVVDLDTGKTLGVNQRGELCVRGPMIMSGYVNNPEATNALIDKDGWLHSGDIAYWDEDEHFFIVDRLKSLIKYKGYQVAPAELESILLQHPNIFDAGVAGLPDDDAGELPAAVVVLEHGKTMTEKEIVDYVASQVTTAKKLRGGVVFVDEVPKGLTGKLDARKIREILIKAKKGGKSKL
#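 System: cell-free luciferase reagent; medium: PBS as buffer for the ATP substrate; doses: test compounds dosed from 2 mM stocks in 100% DMSO; incubation: 10 min, room temperature; measured by: luminescence from luciferase reaction; read-out: luciferase activation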
# APP transl inh: APP translation inhibition; SH-SY5Y APP 5'UTR-luciferase reporter, luminescence; inhibition, % at 2 µM; 0.82% of 190,000 active;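 active = inhibition above a set limit, derived from the sample mean plus 3 SD, cut at about 45% in these data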; also: values of inactives mirror those of a sister screen read the other way
# STAT3 activator: STAT3 signaling activation | AID 871 | activation (% of control), % at 5.6 µM | U3A cells, IL-6 STAT3-luciferase reporter, luminescence; 100% = signal with IL-6 EC80 alone | 0.91% of 190,000 active;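 active = activation above the screen-wide mean of compound activation plus 3 SD, cut at about 130% in these data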;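 also: 0% = background luminescence of wells with medium and substrate only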
#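 system = STAT3-luciferase reporter U3A cells | reagent = IL-6 stimulus at 33 ng/mL final | timing = 1 h compound pre-exposure, 6 h IL-6 stimulation, 37 °C | measured by = luminescence | evaluation = % activation versus median of IL-6-stimulated wells | control set = IL-6-only wells as 100% reference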
# STAT1 blocker: reduces IFN-gamma driven STAT1 reporter signal; NIH 3T3 STAT1-luciferase reporter, luminescence; inhibition, % at 5.5 µM; 0.35% of 200,000 active; AID 920;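 active = inhibition above a set limit, the mean inhibition across all tested compounds plus 3 SD, cut at about 34% in these data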;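 also: 0% = IFN-gamma with DMSO and 100% = IFN-gamma with 300 µM nifuroxazide; values of inactives mirror those of a sister screen read the other way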
# ROMK primary: modulators of human ROMK potassium channel; Tet-inducible ROMK, thallium flux fluorescence; actives lie on both sides; 2% of 130,000 active; P48048; B-score at 10 µM;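 active = signal ratio slope over the read window, or its plate-corrected B-score, at least 3 SD from the plate mean, either direction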;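 also: B-score of the F/F0 ratio slope over 7 to 12 s after thallium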
# Target sequence (P48048 whole entry, looked up): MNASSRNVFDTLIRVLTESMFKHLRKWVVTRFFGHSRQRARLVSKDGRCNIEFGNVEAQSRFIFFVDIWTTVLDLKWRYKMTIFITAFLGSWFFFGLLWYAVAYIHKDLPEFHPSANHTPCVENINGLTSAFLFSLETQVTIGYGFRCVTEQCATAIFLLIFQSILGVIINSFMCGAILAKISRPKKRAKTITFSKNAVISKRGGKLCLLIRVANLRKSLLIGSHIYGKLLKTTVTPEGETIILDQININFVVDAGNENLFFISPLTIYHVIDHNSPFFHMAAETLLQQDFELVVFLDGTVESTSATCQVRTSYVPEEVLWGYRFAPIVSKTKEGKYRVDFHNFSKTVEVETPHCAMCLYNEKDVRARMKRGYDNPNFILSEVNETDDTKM
# APP 5'UTR act: activates APP 5'UTR luciferase reporter | 1% of 190,000 active | activation, % at 2 µM | SH-SY5Y APP 5'UTR luciferase reporter, luminescence; zero percent = DMSO vehicle wells;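 active = activation above a set limit, based on mean plus 3 SD of controls, cut at about 140% in these data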; also: values of inactives mirror those of a sister screen read the other way
# FLuc inhib CS: Photinus pyralis luciferase inhibition counter-screen | ATPLite firefly luciferase biochemical luminescence, 10 min | 1.5% of 200,000 active | inhibition, % at 10 µM | P08659 | AID 1006;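 active = inhibition above about 50% when tested at 10 µM, limit read from the data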
# STAT1 act: activators of IFN-gamma induced STAT1 signaling; NIH 3T3 STAT1-luciferase reporter, luminescence; 100% = IFN-gamma alone, no compound; activation (% of control), % at 5.5 µM; 2.6% of 200,000 active; AID 932;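 active = activation above the screen-wide mean activation plus 3 SD, cut at about 130% in these data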;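 also: raw ratio to IFN-gamma control signal so 100% means no change and 0% no light; values of inactives mirror those of a sister screen read the other way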
# An asterisk follows results filed as active; · = not tested or not shown.
1	C=CCn1c(=O)/c(=C\c2ccsc2)s/c1=C(/C#N)C(=O)NCCN1CCOCC1
2	COC(=O)c1ccc2c(=O)n(CCCCCC(=O)O)c(=S)[nH]c2c1
3	CNC(=O)c1ccc(-c2nc(-c3ccccc3)cs2)cc1
4	COC(=O)CSc1nsc(SCC(=O)OC)n1
5	Cc1cccc(Nc2nnc(SCC(=O)NC3CCCc4ccccc43)s2)c1C (configuration not stated)
6	Clc1ccc2c(c1)C1=C(C(c3ccncc3)O2)C(c2ccc(Br)cc2)n2ncnc2N1 (configuration not stated)
7	O=C1c2ccccc2NC(c2ccc([N+](=O)[O-])cc2)N1O (configuration not stated)
8	CCOCCCNC(=O)c1cccs1

Assay by compound	1	2	3	4	5	6	7	8
STAT3 blocker	23	9	13	7	3	15	7	-1
FLuc inhib CS	-3	-4	6	-1	2	-5	-5	-4
STAT1 act	101	95	169*	107	77	91	98	107
STAT3 activator	82	95	93	97	96	91	100	106
STAT1 blocker	-1	6	-79	-8	26	10	1	-8
NF-kB expr up	1.1	0.81	2.4	0.98	0.51	0.68	0.45	1.3
FLuc stim CS	1	1	0.9	1	1	1	1	1
APP 5'UTR act	-7	-24	71	14	12	-11	-8	-1
ROMK primary	-2.3	1.9	-0.36	·	·	·	-2.2	·
APP transl inh	7	24	-71	-14	-12	11	8	1

9	COC(=O)c1cccc(NC(=O)Nc2ccc(Cl)c(Cl)c2)c1
10	Cc1cc(C)c2c(=O)[nH]c(SCC(=O)NCc3ccccc3)nc2n1
11	CC(C)c1ccc(NC(=O)COC(=O)CCC(=O)c2cccs2)cc1
12	O=C(NCc1ccco1)C(c1ccccc1)N(Cc1cccnc1)C(=O)Cn1nnc2ccccc21 (configuration not stated)
13	Cc1cccc(C(=O)NCCc2ccc(S(N)(=O)=O)cc2)c1[N+](=O)[O-]
14	CC1(C)CCCC2=C1CC1C(=O)N(c3ccccc3)C(=O)C1C2 (configuration not stated)
15	COc1ccc([N+](=O)[O-])cc1C1NN=C(c2ccccc2O)S1 (configuration not stated)
16	O=C(NC1CC2CCC1C2)C1CCN(S(=O)(=O)c2ccc(-c3nn[nH]n3)cc2)CC1 (configuration not stated)

Assay by compound	9	10	11	12	13	14	15	16
STAT3 blocker	28	5	-4	14	-5	14	-52	-3
FLuc inhib CS	-5	-4	-3	-4	-7	-7	-6	-7
STAT1 act	108	97	102	91	102	100	95	98
STAT3 activator	86	96	104	92	106	90	151*	105
STAT1 blocker	-9	4	-3	10	-3	0	5	2
NF-kB expr up	1.1	1.2	1.2	1.2	0.89	1.2	1.3	0.83
FLuc stim CS	1	1	1	1	1.1	1.1	1.1	1.1
APP 5'UTR act	40	-8	2	-9	0	-16	12	1
ROMK primary	·	1.5	-0.59	·	·	·	·	-0.04
APP transl inh	-40	8	-2	9	0	16	-12	-1

# Structures above that have four or more nitrogen atoms (six):
1	C=CCn1c(=O)/c(=C\c2ccsc2)s/c1=C(/C#N)C(=O)NCCN1CCOCC1
5	Cc1cccc(Nc2nnc(SCC(=O)NC3CCCc4ccccc43)s2)c1C (configuration not stated)
6	Clc1ccc2c(c1)C1=C(C(c3ccncc3)O2)C(c2ccc(Br)cc2)n2ncnc2N1 (configuration not stated)
10	Cc1cc(C)c2c(=O)[nH]c(SCC(=O)NCc3ccccc3)nc2n1
12	O=C(NCc1ccco1)C(c1ccccc1)N(Cc1cccnc1)C(=O)Cn1nnc2ccccc21 (configuration not stated)
16	O=C(NC1CC2CCC1C2)C1CCN(S(=O)(=O)c2ccc(-c3nn[nH]n3)cc2)CC1 (configuration not stated)

Assay by compound	1	5	6	10	12	16
STAT3 blocker	23	3	15	5	14	-3
FLuc inhib CS	-3	2	-5	-4	-4	-7
STAT1 act	101	77	91	97	91	98
STAT3 activator	82	96	91	96	92	105
STAT1 blocker	-1	26	10	4	10	2
NF-kB expr up	1.1	0.51	0.68	1.2	1.2	0.83
FLuc stim CS	1	1	1	1	1	1.1
APP 5'UTR act	-7	12	-11	-8	-9	1
ROMK primary	-2.3	·	·	1.5	·	-0.04
APP transl inh	7	-12	11	8	9	-1

# Later entries
17	CN(C)c1ccc(C(=O)OCc2ccc(Br)cc2)cc1
18	CCOc1ccc(N(C)S(=O)(=O)c2ccc3[nH]cc(C(=O)NCC4CCCO4)c(=O)c3c2)cc1 (configuration not stated)
19	COc1ccccc1/C=C/C(=O)NCC(=O)N/N=C(\CCC(=O)O)c1ccccc1
20	Cn1ncc2c(=O)[nH]cnc21
21	COc1ccccc1NC(=S)N(Cc1cccs1)C1CCCC1
22	COc1cccc(C(=O)OCCN2C(=O)c3ccccc3C2=O)c1OC
23	O=C(NCCCN1CCOCC1)c1ccc(Sc2ccc(F)cc2)c([N+](=O)[O-])c1
24	O=C(Nc1cnc2ccccc2c1)c1cccnc1

Assay by compound	17	18	19	20	21	22	23	24
STAT3 blocker	1	-1	4	-8	11	16	-9	22
FLuc inhib CS	-3	-4	1	-1	-2	-6	-8	11
STAT1 act	103	103	100	106	91	93	99	134*
STAT3 activator	99	102	101	109	101	90	108	89
STAT1 blocker	-8	3	1	-5	10	7	1	-38
NF-kB expr up	1.5	0.73	1.1	1.2	1.4	1.1	0.89	3.6*
FLuc stim CS	1	1	1	1	1	1.1	1.1	0.9
APP 5'UTR act	18	11	-12	8	5	-2	8	106
ROMK primary	1.5	-0.93	-0.2	0.076	-0.79	·	0.5	·
APP transl inh	-18	-11	12	-8	-5	2	-8	-106

25	CCCCNC(=O)/C(=C\c1ccc([N+](=O)[O-])o1)NC(=O)c1ccccc1
26	COc1ccc(Nc2cc(C(=O)NCc3ccco3)c3ccccc3n2)c(OC)c1
27	Cn1cc(/C=C/c2nc3ccccc3c(=O)n2-c2cccc([N+](=O)[O-])c2)c2ccccc21
28	COc1ccccc1C(=O)NCC(=O)OCC(=O)Nc1cccc(S(=O)(=O)N(C)C)c1
29	Cc1ccc(OCCn2cc(/C=C(\C#N)C(=O)NCC3CCCO3)c3ccccc32)cc1C (configuration not stated)
30	Cn1nnnc1SCc1ccc(C(=O)Nc2nccs2)cc1
31	CCOC(=O)N1CCC(NC(=O)C(NS(=O)(=O)c2cccc3nsnc23)c2ccccc2)CC1 (configuration not stated)
32	CCN(CC)c1ccc(C(=O)N/N=C/c2ccccc2OC(F)F)cc1

Assay by compound	25	26	27	28	29	30	31	32
STAT3 blocker	5	-2	-24	12	-2	10	2	4
FLuc inhib CS	-8	0	-5	1	-3	26	-3	-4
STAT1 act	90	102	85	96	106	108	97	101
STAT3 activator	100	105	120	97	102	96	102	101
STAT1 blocker	10	-2	16	4	-7	-9	2	1
NF-kB expr up	1.4	0.41	1	0.95	0.36	2.8	0.99	1.1
FLuc stim CS	1.1	1	1.1	1	1	0.7	1	1
APP 5'UTR act	-13	4	10	7	·	28	2	-13
ROMK primary	0.2	·	-0.052	-0.08	0.36	·	0.68	0.93
APP transl inh	13	-4	-10	-7	·	-28	-2	12

33	CC1(C)Cc2noc(N)c2C(C)(C)N1OC(=O)c1cccs1
34	O=S1(=O)N=C(Nc2nncs2)c2ccccc21
35	Cc1cccc(C)c1NC(=S)N(Cc1cccnc1)Cc1ccccc1Cl
36	Cc1ccc(NS(=O)(=O)c2ccc3[nH]c(=O)c(=O)[nH]c3c2)cc1Cl
37	CCC(=O)Nc1cc(C(=O)O)ccc1Sc1ccc(Cl)cc1
38	O=C(Nc1ccc2c(c1)OCO2)C1CCN(S(=O)(=O)c2cccs2)CC1
39	COc1ccc(Cl)cc1-c1n[nH]c(=S)o1
40	CN(C)c1ccc(N=C/C=C2\N(C)c3ccccc3C2(C)C)cc1

Assay by compound	33	34	35	36	37	38	39	40
STAT3 blocker	6	-2	2	-2	9	0	-12	1
FLuc inhib CS	-5	2	-5	-2	-3	-1	-4	4
STAT1 act	107	100	102	102	100	112	102	125
STAT3 activator	98	107	100	105	99	103	112	101
STAT1 blocker	-8	0	-4	-3	0	-13	-2	-28
NF-kB expr up	1.3	1.1	0.92	1.1	1.3	1.4	1.2	1
FLuc stim CS	1	1	1.1	1	1	1	1	1
APP 5'UTR act	-7	13	13	0	13	2	13	143*
ROMK primary	·	0.47	0.77	-0.48	0.013	·	0.12	·
APP transl inh	7	-13	-13	0	-13	-2	-13	-143

41	CCCOC(=O)NC(CC)COC(=O)Nc1cc(C)ccc1C (configuration not stated)
42	COc1ccc(CNC(=O)C(c2ccc(C)o2)N(Cc2cccs2)C(=O)Cc2cccs2)cc1 (configuration not stated)
43	O=C1c2oc3ccccc3c(=O)c2C(c2cccs2)N1CCCN1CCOCC1 (configuration not stated)
44	Cc1cccc(NC(=O)c2cnc3n(c2=O)CCS3)c1
45	CC(=O)n1cc([C@@H]2C=C(C(=O)N3CCN(Cc4ccc5c(c4)OCO5)CC3)O[C@H](OCCCCO)C2)c2ccccc21
46	COc1ccc(C(=O)O/N=C(\N)Cc2ccc(Cl)cc2Cl)cc1OC
47	Cc1nc(C(C)N(C)Cc2c(C(=O)N3CCCCC3)nc3c(C)cccn23)c(C)s1 (configuration not stated)
48	c1ccc(COc2ccc(OCCCN3CCCC3)cc2)cc1

Assay by compound	41	42	43	44	45	46	47	48
STAT3 blocker	2	-3	8	2	·	-4	-5	43
FLuc inhib CS	-2	-6	-9	20	-1	-6	-4	58*
STAT1 act	98	104	100	132*	92	105	92	104
STAT3 activator	107	103	97	101	·	102	108	65
STAT1 blocker	3	-4	0	-34	10	-6	8	-4
NF-kB expr up	0.98	0.36	1.2	2.9	0.55	0.83	1	2
FLuc stim CS	1	1.1	1.1	0.8	1	1.1	1	0.4
APP 5'UTR act	17	-9	8	-20	7	25	-1	99
ROMK primary	·	·	0.53	·	·	-1.9	-0.61	0.86
APP transl inh	-17	9	-8	20	-7	-25	1	-99

49	COc1ccccc1NC(=O)CN1C(=O)CCS(=O)(=O)c2ccccc21
50	O=C(N/N=C/c1c(Cl)cccc1Cl)c1ccccc1F
51	O=C(NCC(=O)N(c1ccccc1)C(C(=O)NC1CCCC1)c1ccncc1)c1ccco1 (configuration not stated)
52	Cc1ccc(NC(=O)COc2ccccc2C(=O)NCCN(C)C)cc1
53	CCOc1ccc(N2CC(C(=O)NCc3ccccc3)CC2=O)cc1 (configuration not stated)
54	O=C(COC(=O)c1ccco1)Nc1cccc(Br)c1
55	CN(C)c1ccc(/C=N/n2ncc3ccccc32)cc1
56	C=CCC1(CC=C)CCCN1C(=O)CC1C(=O)NCCN1Cc1cc(OC)cc(OC)c1 (configuration not stated)
57	CCOC(=O)c1sc(C)c2c1NC(C)(c1cccs1)NC2=O (configuration not stated)

Assay by compound	49	50	51	52	53	54	55	56	57
STAT3 blocker	-5	2	0	5	12	5	12	1	-34
FLuc inhib CS	-8	-1	·	1	-2	-4	60*	-4	-8
STAT1 act	95	115	103	103	98	95	150*	98	109
STAT3 activator	110	99	103	103	100	99	95	103	129
STAT1 blocker	6	-17	-4	-3	1	5	-55	0	-10
NF-kB expr up	1.1	1.3	·	1	1.1	1.1	3.1	1.2	1.1
FLuc stim CS	1.1	1	·	1	1	1	0.4	1	1.1
APP 5'UTR act	5	5	-3	0	3	1	355*	7	7
ROMK primary	·	-0.18	0.081	0.94	-0.23	·	0.69	-0.39	·
APP transl inh	-5	-4	3	0	-3	-1	-267	-7	-7
